Screening results deposited in PubChem by several laboratories.
LMP1 NFkB inh = Epstein-Barr LMP1 NF-kappaB reporter inhibition. LMP1-induced NF-kappaB luciferase reporter cells, luminescence. inhibition, % at 12.5 µM. hit rate 0.69% among 350,000. AID 504558; in the data active means inhibition above about 41%;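 further: 0% = neutral control wells and 100% = reference inhibitor control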
TROY signal inh = TROY signaling inhibition. hit rate 0.98% among 360,000. inhibition, % at 10 µM. Q293 LMP1-TROYcd NF-kB luciferase reporter, 4 h;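 active means compounds whose plate-normalised and pattern-corrected inhibition of the luciferase reporter signal at the single screening dose is 50% or more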
NCOA1 inh = inhibits human SRC1 coactivator. Q15788. inhibition, % at 3.6 µM. HEK293 GAL4-SRC1 luciferase reporter, luminescence. hit rate 0.12% among 360,000. AID 588354;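 active means inhibition above the campaign mean plus 3 SD, with each screening campaign given its own cutoff, cut at about 60% in these data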;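 further: 0% = DMSO treated cells and 100% = gossypol at 36 µM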
TWEAK-Fn14 inh = blocks TWEAK-Fn14 interaction in a reporter cell assay; TWEAK-stimulated Fn14 reporter cells, luciferase luminescence, 8 h; inhibition, % at 10 µM; hit rate 2% among 360,000; AID 1159606; in the data active means inhibition above about 50%
NR2F2 inh = inhibitors of human COUP-TFII (NR2F2). P24468. HEK293T NGFI-A luciferase reporter, luminescence. inhibition, % at 8.6 µM. hit rate 0.7% among 370,000. AID 686940;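 active means inhibition above a per-plate cutoff, mean inhibition of test wells between control levels plus 3 SD, cut at about 38% in these data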;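 further: cells cotransfected with COUP-TFII expression vector driving the NGFI-A reporter; 0% = median of COUP-TF2 test wells and 100% = reporter-only cells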
Target sequence (P24468 whole entry, looked up): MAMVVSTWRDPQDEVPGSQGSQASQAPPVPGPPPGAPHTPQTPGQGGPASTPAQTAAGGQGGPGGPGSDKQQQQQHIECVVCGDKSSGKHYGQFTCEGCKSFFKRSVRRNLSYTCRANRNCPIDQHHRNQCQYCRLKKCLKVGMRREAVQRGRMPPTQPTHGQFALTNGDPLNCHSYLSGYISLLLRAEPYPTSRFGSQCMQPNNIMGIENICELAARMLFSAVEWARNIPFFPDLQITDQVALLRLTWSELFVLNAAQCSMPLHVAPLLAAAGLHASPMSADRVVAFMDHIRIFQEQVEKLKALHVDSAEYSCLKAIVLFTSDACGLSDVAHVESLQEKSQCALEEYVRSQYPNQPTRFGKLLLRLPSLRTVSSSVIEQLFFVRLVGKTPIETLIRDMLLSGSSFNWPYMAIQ
C8 TRAIL sens = sensitizes caspase-8 expressing cells to TRAIL; inhibition (viability loss, TRAIL sensitization), % at 10 µM; NB7+C8 cells + TRAIL, ATPlite viability luminescence; hit rate 1% among 360,000;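 active means compounds causing at least 50% loss of cell viability in the single-dose screen, relative to plate controls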
NOD2 RIPK2 PPI = inhibitors of human NOD2-RIPK2 interaction. O43353. CHO BLA complementation NOD2-RIPK2, CCF4 ratio. inhibition, % at 4.98 µM. hit rate 0.38% among 360,000; in the data active means inhibition above about 21%;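 further: 0% = vehicle only and 100% = reference blocker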
LRH-1 inv ag = suppresses constitutive activity of human LRH-1; HEK293T StAR-luciferase reporter, LRH-1 transfected, 24 h; inhibition, % at 3.6 µM; O00482; hit rate 0.13% among 360,000;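 active means inhibition above the mean inhibition of all tested compounds plus 3 SD, cut at about 73% in these data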;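 further: 0% = DMSO wells and 100% = reporter-only cells lacking LRH-1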
Target sequence (O00482 whole entry, looked up): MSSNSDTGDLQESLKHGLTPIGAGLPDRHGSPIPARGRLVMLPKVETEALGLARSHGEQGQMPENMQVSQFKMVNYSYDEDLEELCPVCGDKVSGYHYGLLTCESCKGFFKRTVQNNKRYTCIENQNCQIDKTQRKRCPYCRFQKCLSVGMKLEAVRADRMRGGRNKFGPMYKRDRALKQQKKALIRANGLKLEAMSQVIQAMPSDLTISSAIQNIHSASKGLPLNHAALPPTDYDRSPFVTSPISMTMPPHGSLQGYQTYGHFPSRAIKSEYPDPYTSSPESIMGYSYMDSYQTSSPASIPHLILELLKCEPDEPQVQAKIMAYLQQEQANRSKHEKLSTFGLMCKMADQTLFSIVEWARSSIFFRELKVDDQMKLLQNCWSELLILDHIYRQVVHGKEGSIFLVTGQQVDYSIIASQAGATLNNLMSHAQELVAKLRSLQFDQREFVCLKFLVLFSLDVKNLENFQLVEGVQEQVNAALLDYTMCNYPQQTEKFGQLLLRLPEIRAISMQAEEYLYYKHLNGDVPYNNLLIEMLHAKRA
SRC3 inh = inhibits human SRC3 coactivator. HEK293 GAL4-SRC3 luciferase reporter, luminescence. inhibition, % at 3.6 µM. Q9Y6Q9. hit rate 0.17% among 360,000;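 active means inhibition above a per-campaign cutoff, the mean of all compounds plus 3 SD, cut at about 60% in these data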;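 further: 0% = DMSO-treated cells and 100% = gossypol-treated cells at 36 µM; higher means less SRC3-driven luciferase light from the GAL4 reporter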
SRC2 inh = human SRC2 (NCOA2) inhibition; HEK293 GAL4-SRC2 luciferase reporter, luminescence; inhibition, % at 9 µM; hit rate 0.17% among 370,000;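 active means inhibition above the mean inhibition of all tested compounds plus 3 SD, set per campaign, cut at about 52% in these data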;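 further: 0% = DMSO treated cells and 100% = cells given Gossypol at 36 µM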
TLR9-MyD88 block = TLR9-MyD88 interaction inhibition. hit rate 0.21% among 340,000. inhibition, % at 4.98 µM. Q9NR96+Q99836. CHO BLA complementation TLR9-MyD88, CCF4 FRET ratio;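 active means inhibition above the mean over all tested compounds plus 3 SD, cut at about 21% in these data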;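 further: 0% = DMSO only wells and 100% = clavulanate BLA inhibitor control wells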
The depositor's hits bear a star; x = not tested or not shown.

molecule | LMP1 NFkB inh | TROY signal inh | NCOA1 inh | TWEAK-Fn14 inh | NR2F2 inh | C8 TRAIL sens | NOD2 RIPK2 PPI | LRH-1 inv ag | SRC3 inh | SRC2 inh | TLR9-MyD88 block
CCCCn1c(NC(=S)Nc2ccccc2)nc2ccccc21 | 1 | -15 | 6 | 24 | -5 | -17 | -4 | 2 | 6 | -5 | 1
COc1ccc(S(=O)(=O)N2CCN(c3ccc(F)cc3)CC2)cc1C(=O)N1CCOCC1 | -1 | -5 | -10 | 4 | 9 | 13 | 0 | 6 | 6 | -18 | -1
CCOc1ccc(NC(=O)Cn2cc(C(C)=O)c3ccccc32)cc1 | 12 | 8 | 8 | 19 | 4 | -6 | -20 | 50 | -7 | 4 | -1
Cc1ccccc1C(=O)NNC(=O)CSc1nc(-c2ccccc2)cc(=O)[nH]1 | 2 | -18 | -16 | 0 | 16 | 14 | -12 | -16 | -22 | -15 | 4
N#Cc1ccc(N2Cc3ccccc3C2=NC(=O)c2cccnc2Cl)cc1 | -13 | -66 | -38 | -22 | -53 | -1 | -15 | -38 | 0 | -63 | 1
CC(=O)c1cnn(-c2cc(Oc3ccc(F)cc3)ncn2)c1C | 0 | -28 | -43 | 8 | 1 | -3 | 1 | -1 | -8 | -20 | -3
CCc1cc2ccc(OC)cc2nc1SCC(=O)Nc1cc(C)on1 | 7 | 9 | -8 | -21 | -4 | 4 | 0 | -3 | -10 | 8 | -9
Cc1ccc(C(=O)NCCNC(=O)c2ccc(C)o2)o1 | 1 | 7 | 2 | 3 | -7 | -22 | 7 | 11 | 19 | 12 | -15
Cc1cc(-c2ccccc2N)n[nH]1 | -2 | -28 | 1 | -9 | -9 | -13 | -9 | -1 | 15 | -23 | -1
CCOC(=O)C1(Cc2cccc(OC)c2)CCCN(Cc2cc(OC)c(O)c(OC)c2)C1 (stereo unspecified) | -2 | 9 | 3 | -7 | 18 | -1 | 4 | 6 | 0 | -27 | 7

Some of the entries so far, with values under each structure:
The line under a structure holds: LMP1 NFkB inh, TROY signal inh, NCOA1 inh, TWEAK-Fn14 inh, NR2F2 inh, C8 TRAIL sens, NOD2 RIPK2 PPI, LRH-1 inv ag, SRC3 inh, SRC2 inh, TLR9-MyD88 block
- Cc1ccccc1C(=O)NNC(=O)CSc1nc(-c2ccccc2)cc(=O)[nH]1
  2, -18, -16, 0, 16, 14, -12, -16, -22, -15, 4
- CCc1cc2ccc(OC)cc2nc1SCC(=O)Nc1cc(C)on1
  7, 9, -8, -21, -4, 4, 0, -3, -10, 8, -9

The list continues:
molecule | LMP1 NFkB inh | TROY signal inh | NCOA1 inh | TWEAK-Fn14 inh | NR2F2 inh | C8 TRAIL sens | NOD2 RIPK2 PPI | LRH-1 inv ag | SRC3 inh | SRC2 inh | TLR9-MyD88 block
CC1(C(=O)NS(=O)(=O)c2ccccc2Cl)CCN1C(=O)Cc1ccccc1 (stereo unspecified) | x | 3 | -9 | -7 | -6 | 4 | -4 | 3 | -13 | -1 | x
Cc1ccc(OCCN2CCC2(C)C(=O)Nc2ccc3c(c2)OCCO3)cc1 (stereo unspecified) | x | -11 | -1 | 4 | 17 | 1 | -10 | 23 | 13 | 20 | x
Cc1cc(C)c2sc(NC(=O)CN3C(=O)CCC3=O)nc2c1 | 24 | -2 | -19 | -12 | -16 | -12 | -1 | -14 | 15 | 8 | 3
CC(C)(C)OC(=O)NCc1ccc(NC(=O)c2nc[nH]c2C(=O)NCCCCCCNC(=O)c2[nH]cnc2C(=O)Nc2ccc(CNC(=O)OC(C)(C)C)cc2)cc1 | -6 | 12 | -6 | -19 | 19 | 36 | 5 | 1 | -21 | -7 | 8
CCCOc1ccc(C(=O)CCC(=O)NNC(=O)c2cccs2)cc1 | 3 | -31 | 1 | 3 | -12 | 5 | -14 | -11 | -5 | -4 | -10
Nc1n[nH]c2cc(=O)n(-c3ccc(Cl)cc3)nc12 | 2 | 12 | -7 | 0 | 6 | -11 | -12 | 2 | 2 | 5 | -8
O=C(NNc1ccc(C(F)(F)F)cc1[N+](=O)[O-])c1ccc(NS(=O)(=O)c2ccc(F)cc2)cc1 | 4 | 22 | 14 | 37 | 6 | 3 | -5 | 13 | 16 | -6 | -4
Fc1ccc(C(c2nnnn2C2CCCCC2)N2CCCC2)cc1 (stereo unspecified) | 6 | 11 | 10 | 0 | -7 | -12 | 0 | -14 | 21 | -17 | -6
CCC(C)[C@H](NC(=O)CCn1nnc2ccccc2c1=O)C(=O)O (stereo partly specified) | 2 | 21 | 0 | 7 | 18 | -13 | -1 | -1 | 15 | -9 | -3
CC1=C(C(=O)OCc2ccccc2)C(c2ccc(Cl)cc2)NC(=O)N1CCCCCC(=O)O (stereo unspecified) | 8 | -34 | -5 | 13 | -12 | -3 | 1 | 0 | 2 | 11 | -6
O=C(NCCc1c[nH]c2ccccc12)c1cnc2n(c1=O)CCS2 | 2 | 7 | -4 | 19 | 14 | 13 | 1 | -9 | -4 | 16 | -5
CC1=C(C(=O)N(C(C)C)C(C)C)CC(CC(=O)NCCCN(C)C)C(=O)N1Cc1ccc(C(C)(C)C)cc1 (stereo unspecified) | x | 7 | 12 | -1 | 8 | 14 | 8 | 2 | 4 | 0 | x
COc1ccc(C(C[N+](=O)[O-])c2c(C)cc3ccccn23)c(OC)c1 (stereo unspecified) | 14 | 2 | -2 | 25 | 13 | 15 | 5 | -7 | 8 | 1 | -1
O=C(Nc1ccccc1O)c1ccc([N+](=O)[O-])cc1 | 26 | -28 | -21 | 110* | 16 | 11 | -13 | -11 | -31 | -42 | 9
COCCCNC(=S)NCCCNc1nc2cc3c(cc2cc1C#N)OCO3 | -2 | -13 | -2 | 24 | -14 | -13 | -2 | -19 | 3 | -3 | 0
CC(C)(C)c1ccc(C(=O)NCC(=O)NNC(=O)c2ccccc2O)cc1 | 6 | -8 | -15 | 0 | -7 | 17 | -4 | -29 | -41 | 5 | 4
COc1ccc(C2=NOC3(CC(=O)N(c4ccc(Cl)cc4)C3=O)C2)c(OC)c1 (stereo unspecified) | 0 | 4 | -8 | 12 | 5 | -10 | -3 | 8 | 0 | -5 | 7
Cc1cc(OCc2cc(C(=O)N(Cc3nccn3C)C(C)C)no2)cc(C)c1Cl | -5 | -34 | -18 | -4 | -9 | 25 | 8 | -28 | -33 | 7 | -2
CCOc1ccc(NC(=O)CN2CCN(C(=O)c3ccco3)CC2)cc1S(=O)(=O)N1CCCC1 | 2 | -9 | -24 | 8 | 17 | -16 | 1 | 1 | 4 | -30 | -7
CCCNC(=O)c1cc(S(=O)(=O)N2CCC3(CC2)OCCO3)ccc1F | -10 | -3 | 8 | -12 | 7 | -3 | 10 | -6 | -16 | 12 | 7

TWEAK-Fn14 inh, hit marks shown above
SMILES	LMP1 NFkB inh	NCOA1 inh	TWEAK-Fn14 inh	NR2F2 inh	NOD2 RIPK2 PPI	LRH-1 inv ag	SRC3 inh	SRC2 inh	TLR9-MyD88 block
O=C(Nc1ccccc1O)c1ccc([N+](=O)[O-])cc1	26	-21	110*	16	-13	-11	-31	-42	9

Seven of the compounds above, with two lines to a compound:
Results follow in this order: LMP1 NFkB inh, TROY signal inh, NCOA1 inh, TWEAK-Fn14 inh, NR2F2 inh, C8 TRAIL sens, NOD2 RIPK2 PPI, LRH-1 inv ag, SRC3 inh, SRC2 inh, TLR9-MyD88 block
CC(=O)c1cnn(-c2cc(Oc3ccc(F)cc3)ncn2)c1C
→ 0, -28, -43, 8, 1, -3, 1, -1, -8, -20, -3
CCc1cc2ccc(OC)cc2nc1SCC(=O)Nc1cc(C)on1
→ 7, 9, -8, -21, -4, 4, 0, -3, -10, 8, -9
Cc1ccc(C(=O)NCCNC(=O)c2ccc(C)o2)o1
→ 1, 7, 2, 3, -7, -22, 7, 11, 19, 12, -15
Cc1cc(-c2ccccc2N)n[nH]1
→ -2, -28, 1, -9, -9, -13, -9, -1, 15, -23, -1
CCOC(=O)C1(Cc2cccc(OC)c2)CCCN(Cc2cc(OC)c(O)c(OC)c2)C1 (stereo unspecified)
→ -2, 9, 3, -7, 18, -1, 4, 6, 0, -27, 7
CC1(C(=O)NS(=O)(=O)c2ccccc2Cl)CCN1C(=O)Cc1ccccc1 (stereo unspecified)
→ x, 3, -9, -7, -6, 4, -4, 3, -13, -1, x
Cc1ccc(OCCN2CCC2(C)C(=O)Nc2ccc3c(c2)OCCO3)cc1 (stereo unspecified)
→ x, -11, -1, 4, 17, 1, -10, 23, 13, 20, x

More results:
molecule | LMP1 NFkB inh | TROY signal inh | NCOA1 inh | TWEAK-Fn14 inh | NR2F2 inh | C8 TRAIL sens | NOD2 RIPK2 PPI | LRH-1 inv ag | SRC3 inh | SRC2 inh | TLR9-MyD88 block
COC(=O)Oc1ccc(/C=C/C(=O)OC(C)C)cc1OC(=O)OC | -14 | -19 | -67 | 7 | -21 | 22 | 5 | -106 | -73 | -27 | -8
CCOc1ccc(OCC(=O)OC(C)C(=O)Nc2ccc(Cl)cn2)cc1 (stereo unspecified) | 2 | -30 | -19 | 12 | 5 | -23 | -18 | 8 | 21 | 0 | 4
C=CCNC(=O)C1(c2ccccc2)CC1(Cl)Cl (stereo unspecified) | -6 | 17 | -13 | -2 | -17 | 2 | -12 | -7 | 5 | -11 | -10
COc1ccc(S(=O)(=O)Nc2nnc(CC(C)(C)C)s2)cc1 | -11 | -3 | -4 | -28 | -8 | -6 | -4 | -11 | 13 | 25 | 3
O=C(NCC(c1ccco1)N1CCCC1)c1cccc(S(=O)(=O)Nc2ccc(Br)cc2)c1 (stereo unspecified) | 2 | 3 | 13 | 3 | 7 | 2 | 12 | 23 | -11 | -48 | 8
Cc1cccc(N2CCN(C(=O)c3ccccc3OCc3c(C)noc3C)CC2)c1C | 9 | 2 | -6 | 3 | -6 | 7 | -2 | 7 | -1 | 0 | 1
O=C(CCn1nnnc1CN1CCOCC1)N1CCC(c2ccccc2Cl)C1 (stereo unspecified) | -2 | 2 | 9 | -7 | 20 | -8 | 1 | -8 | 3 | 18 | -8
c1ccc(-c2cnc(C3CCCCC3)o2)cc1 | -20 | -58 | -7 | -32 | 0 | -15 | 0 | 1 | -65 | -5 | -2
Cc1cc(N2CCN(C)CC2)nc2ccc(NC(=O)c3ccc(Br)o3)cc12 | -19 | -36 | -6 | -21 | -26 | -14 | 2 | -12 | -20 | -12 | 11
COc1ccc(CC(=O)NCC(=O)NCc2cc(=O)n(C)c(=O)n2C)cc1 | -7 | -13 | -1 | 11 | 4 | -11 | -1 | 4 | 4 | 3 | 3
Cc1ccc(-n2c(C)cc(C3=NNC(=NC4CC4)SC3)c2C)cc1C | -24 | 18 | -105 | 31 | 22 | 64* | -3 | -115 | -160 | -63 | 0
CCOc1ccc(NC(=O)C(=O)NCCCn2ccnc2)cc1 | -1 | -3 | 7 | 7 | -10 | -8 | -11 | 6 | -5 | 15 | -12
Cc1ccc(C(=O)N/C(=C\c2ccc(-c3ccc(Br)cc3)o2)C(=O)NC2CCS(=O)(=O)C2)cc1 (stereo unspecified) | -11 | -29 | -8 | 7 | 4 | 1 | -12 | 6 | 18 | -15 | 2
CC(=O)n1cc([C@@H]2C=C(C(=O)N3CCN(Cc4ccc5c(c4)OCO5)CC3)O[C@H](OCc3ccc(CO)cc3)C2)c2ccccc21 | 15 | 12 | 6 | 20 | 26 | 14 | 1 | 39 | -11 | 17 | -1

The list is partial. The share of hits here may be higher or lower than overall.
